# From PubChem
# PTHR1 agonist = qHTS for PTHR1 Agonists: Primary Screen | Potency, µM (titrated, usually from 115 µM), for the others: top-dose activation, actives largely listed as activators | actives 0.075% (n = 410,000) | AID 743266, 2014 | Parathyroid hormone/parathyroid hormone-related peptide receptor (Homo sapiens), Q03431 | HEK293 GP2 PTHR1 cells, GloSensor cAMP luminescence, 1 h; note: nearly all actives have a fitted effect of over 55% in size; some results filed as inactive show a strong effect at the top dose; inactives centre near -15; many of its hits are not listed in these tables
#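 HEK-293-derived GP2 cells expressing PTHR1 and a GloSensor cAMP reporter, 3,000/well, plated overnight, given luciferin plus IBMX (each 0.5 mM as added) for 1 h at 37 °C, then compound for 1 h at 37 °C. Luminescence was read after 15 min at room temperature.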
# FUS suppressor = qHTS for Suppressors of FUS Proteinopathy: Primary screen using FUS-linked yeast assay; actives 0.24% (n = 390,000); Potency, µM (series often up to 76.6 µM), for inactives: top-dose growth rescue (activation), most hits filed as activators; S. cerevisiae FUS-expressing, growth rescue, OD600, 24 h; AID 1347120, 2019;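 note: plate controls were DMSO vehicle for no effect and reference control for full effect; nearly all actives have a fitted effect of over 55% in size; some results filed as inactive show a strong effect at the top dose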
#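 Steps: raffinose overnight preculture; dilution to OD 0.005 in 2% galactose minimal medium; compound addition (concentration series); 24hr at 30C, 99% humidity; absorbance read at 600 nm.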
# EPAC1 agonist = qHTS for Agonist of cAMP-regulated guanine nucleotide exchange factor 3 (EPAC1): primary screen. Rap guanine nucleotide exchange factor 3 (Homo sapiens), O95398. EPAC1 agonist qHTS, biochemical assay; response scale: 100% = response to 6.5 mM cAMP. Potency, µM (highest dose often 154 µM), for the others: at the highest dose activation, most hits filed as activators. actives 0.073% (n = 360,000); note: nearly all actives have a fitted effect of over 60% in size
#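 Normalized to 6.5 mM cAMP, activity reflects EPAC1-catalysed release of BODIPY-GDP from Rap1B, followed kinetically over 30 min at 480 nm excitation, 540 nm emission. Reaction contained 100 nM EPAC1, 250 nM Rap1B-BODIPY-GDP, 50 uM GDP.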
# EPAC2 agonist = qHTS for Agonist of cAMP-regulated guanine nucleotide exchange factor 4 (EPAC2): primary screen; actives 0.079% (n = 360,000); EPAC2 activation, biochemical qHTS; response scale: 100% = 6.5 mM cAMP response; Potency, µM (doses to about 154 µM), without a hit: top-dose activation, most hits filed as activators; Rap guanine nucleotide exchange factor 4 (Homo sapiens), Q8WZA2; note: nearly all actives have a fitted effect of over 50% in size
# Target sequence (Q8WZA2 whole entry, looked up): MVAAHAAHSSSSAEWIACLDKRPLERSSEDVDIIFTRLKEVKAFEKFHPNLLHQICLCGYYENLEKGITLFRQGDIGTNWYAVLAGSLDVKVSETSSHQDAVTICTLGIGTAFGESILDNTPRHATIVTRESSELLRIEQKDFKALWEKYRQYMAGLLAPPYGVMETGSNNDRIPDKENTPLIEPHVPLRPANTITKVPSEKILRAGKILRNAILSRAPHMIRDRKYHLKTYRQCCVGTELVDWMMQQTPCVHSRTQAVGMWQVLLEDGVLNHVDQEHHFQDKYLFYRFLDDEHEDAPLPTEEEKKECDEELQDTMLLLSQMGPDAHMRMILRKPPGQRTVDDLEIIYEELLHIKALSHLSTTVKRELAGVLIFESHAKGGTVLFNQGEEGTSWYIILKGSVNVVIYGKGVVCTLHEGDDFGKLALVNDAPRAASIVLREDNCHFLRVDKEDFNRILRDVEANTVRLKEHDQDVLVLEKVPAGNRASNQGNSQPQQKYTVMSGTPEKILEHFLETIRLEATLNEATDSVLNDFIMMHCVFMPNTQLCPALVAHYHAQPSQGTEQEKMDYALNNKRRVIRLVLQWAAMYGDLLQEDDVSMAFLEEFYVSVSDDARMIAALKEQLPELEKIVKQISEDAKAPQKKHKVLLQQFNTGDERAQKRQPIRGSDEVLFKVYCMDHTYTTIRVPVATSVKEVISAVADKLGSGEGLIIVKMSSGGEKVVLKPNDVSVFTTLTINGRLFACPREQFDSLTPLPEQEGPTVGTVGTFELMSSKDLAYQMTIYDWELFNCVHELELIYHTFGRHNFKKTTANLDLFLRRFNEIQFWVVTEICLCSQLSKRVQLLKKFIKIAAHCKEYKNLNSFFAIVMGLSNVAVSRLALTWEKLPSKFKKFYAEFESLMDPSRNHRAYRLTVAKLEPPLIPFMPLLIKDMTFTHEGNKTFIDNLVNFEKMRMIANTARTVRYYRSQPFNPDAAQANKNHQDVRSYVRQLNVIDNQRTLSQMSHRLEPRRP
#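 Fluorescence exchange assay: 100 nM EPAC2 with 250 nM RAP1B-BODIPY-GDP and 50 uM GDP; compounds tested as a concentration-titration series (qHTS). Loss of Rap1-bound BODIPY-GDP fluorescence read at 480/540 nm; data normalized to 6.5 mM cAMP.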
# EPAC2 antagonist = qHTS for Antagonist of cAMP-regulated guanine nucleotide exchange factor 2 (EPAC2): primary screen. Rap guanine nucleotide exchange factor 4 (Homo sapiens), Q8WZA2. EPAC2 GEF exchange of Rap1B-BODIPY-GDP, fluorescence. Potency, µM (top dose mostly 114 µM), for the others: at the top dose activity, negative = inhibition, most hits filed as inhibitors. actives 0.18% (n = 360,000); note: % is set by controls: 0 for no effect and ±100 for the full control effect; nearly all actives have a fitted effect of over 45% in size; many of its hits are not listed in these tables
# TDP-43 yeast inh = qHTS of TDP-43 Inhibitors | actives 1.8% (n = 410,000) | Potency, µM (series often up to 46.1 µM), without a hit: at the top dose growth rescue (activation), usual class: activators | TDP-43 expressing yeast growth rescue, BacTiter-Glo, 24 h | AID 652104, 2013; note: % of control where 0% means no effect; nearly all actives have a fitted effect of over 50% in size
#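 Growth rescue of TDP-43-toxic yeast measured as ATP luminescence (BacTiter-Glo). Cells grown to mid-log in raffinose, induced in galactose at OD600=0.02, exposed to compound 24 hr at 30 deg C.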
# aSyn yeast inh = qHTS of alpha-syn Inhibitors; Yeast expressing alpha-synuclein, growth rescue, BacTiter-Glo, 24 h; Potency, µM (top dose mostly 46.1 µM), for the others: at the highest dose growth rescue (activation), usual class: activators; actives 0.14% (n = 370,000); note: % of control where 0% means no effect; nearly all actives have a fitted effect of over 65% in size
#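 Rescue of yeast growth: cells expressing toxic alpha-synuclein, induced in galactose at OD600 0.02, incubated with compound 24 h at 30 C. ATP luminescence quantified growth; inhibitors of toxicity appear as activators.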
# EPAC1 antagonist = qHTS for Antagonist of cAMP-regulated guanine nucleotide exchange factor 3 (EPAC1): primary screen. Rap guanine nucleotide exchange factor 3 (Homo sapiens), O95398. Potency, µM (top dose mostly 115 µM), without a hit: top-dose activity change, negative = inhibition, hits mostly inhibitors. AID 720709, 2013. actives 0.14% (n = 360,000). EPAC1 GEF assay, Rap1b-BODIPY-GDP exchange fluorescence;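 note: plate controls were vehicle for no effect and positive control for full effect; nearly all actives have a fitted effect of over 50% in size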
# Active calls of the source: *; i = inactive; ? = inconclusive; · = not tested or not shown; & = joins results of further samples; [ ] = dose if it differs, or a comment. Calls come from the whole dose curve; as a rule, active = well fitted curve in the direction sought with a large enough effect; inconclusive = small, poorly fitted or top-dose-only effect, or another doubt; inactive = no such curve, though single readings can be large; an effect the other way counts as inactive or inconclusive. Potency is the fitted concentration of half-maximal effect. Only part of the results is shown; count on the stated rates, not on these rows.
SMILES,PTHR1 agonist,FUS suppressor,EPAC1 agonist,EPAC2 agonist,EPAC2 antagonist,TDP-43 yeast inh,aSyn yeast inh,EPAC1 antagonist
CN(CCC1CCOCC1)C(=O)C1CCC(=O)N(CCc2cccc(F)c2)C1 (configuration not stated),i,·,-5.7%,-7.4%,-1.4%,-11.1%,-0.4%,3.1%
CN1OC[C@@H]2CN(C(=O)C(C)(C)C)[C@H](c3cccc(-c4ccccc4)c3)C[C@@H]21,-11.9%,6.8%,-11.9%,5.3%,-4.1%,-9.7%,1.0%,-11.5%
CCOC(=O)c1nn(-c2ccc(C)c(C)c2)cc1O,-33.8%[inhibitor],·,-4.9%,-4.6%,9.7%,-15.1%,3.0%,4.7%
Cc1cc(C)c(S(=O)(=O)NC2CC3CCC2C3)c(C)c1 (configuration not stated),-34.9%[inhibitor],21.5%,7.4%,5.5%,?,12.6µM*,-13.0%,-17.4%
CCOc1ccc(-c2nc(-c3cccnc3)no2)cc1,-35.4%[inhibitor],14.7%,-6.8%,0.9%,-6.1%,26.8%,-3.9%,-17.0%
CC(C)c1c(O)nc(SCc2ccccc2)[nH]c1=O,i,1.5%,2.2%,-3.9%,5.8%,?,0.2%,4.2%
CCn1c(=O)c2ccccc2n2c(SCC(=O)N3CCc4ccccc4C3)nnc12,-8.1%[57.5 µM],22.4%,0.1%,4.7%,-4.4%,-18.1%,0.3%,7.8%
O=c1cc(N2CCc3ccccc3C2)[nH]c(=O)n1Cc1ccc(F)cc1,?,15.5%,8.9%,1.5%,2.8%,-21.5%,-4.3%,14.5%
COc1ccc(C(=O)CSc2n[nH]c(-c3ccco3)n2)cc1,17.1%,21.5%,6.2%,13.5%,-17.0%,24.4%,9.7%,-7.6%
FC(F)(F)Oc1ccc(NC(=S)Nc2ccc(OC(F)(F)F)cc2)cc1,-34.1%[inhibitor],-6.6%,-7.0%,4.0%,-12.2%,8.3%,-23.8%,-14.6%
COc1ccc(OC)c(C2C(C(=O)c3ccco3)=C(O)C(=O)N2CC2CCCO2)c1 (configuration not stated),i,3.7%,8.0%,10.2%,0.4%,-12.2%,-9.6%,4.0%
Cc1ccc(-n2c(SCC(=O)Nc3ccc(N4CCOCC4)cc3)nc3ccccc3c2=O)cc1,i,21.8%,-5.8%,3.2%,1.8%,4.9%,-1.0%,-22.0%
C=CCOc1ccc(C(c2c(C)n(C)n(-c3ccccc3)c2=O)c2c(C)n(C)n(-c3ccccc3)c2=O)cc1,-18.2%,34.5%,-2.7%,4.4%,4.2%,3.6%,12.0%,-7.7%
CC(=O)Nc1ccc(SC(C)C(=O)NC2CCCC2)cc1 (configuration not stated),i,-19.2%,-5.7%,4.4%,-0.2%,8.1%,0.8%,0.9%
COc1ccc(C(=O)Nc2cccc(N(C)S(C)(=O)=O)c2)cc1OC,-11.2%[57.5 µM],-5.1%,9.1%,10.3%,-0.7%,-0.8%,0.4%,6.1%
CCN(CCO)c1ccc(Nc2cc(-c3ccc(-c4ccccc4)cc3)ncn2)cc1,-11.0%,38.1%,-16.0%,14.5%,7.5%,17.7%,-6.9%,-12.6%
S=c1[nH]nc(-c2cccs2)n1/N=C/c1c(Cl)cccc1Cl,-16.0%,-18.2%,-10.8%,-5.6%,2.0%,18.5%,-9.2%,-0.2%
Cc1cccc(-n2nnc3c(=O)n(CC(=O)Nc4cc(C)on4)cnc32)c1,-13.1%,15.6%,0.4%,-11.1%,-2.6%,16.7%[9.22 µM],-0.4%,-7.1%
COc1ccc(-c2coc3c(C(=O)Nc4cccc(C(C)=O)c4)cccc23)c(C)c1,-16.3%,4.2%,2.6%,16.0%,-6.9%,6.6%,-5.6%,-0.2%
O=S(=O)(Nc1ccncc1Cl)c1ccccc1,7.0%[57.5 µM],6.0%,5.3%,8.1%,15.0%,-34.5%,-4.8%,12.5%
C/C(=N\NC(=O)c1ccccc1)c1c(C)[nH]n(-c2ccccc2)c1=O,i,31.9%,-3.2%,0.9%,-1.3%,6.0%,-4.8%,2.2%
COc1ccc(CN=C(C)c2c(C(F)(F)F)[nH]n(-c3nc4ccccc4s3)c2=O)cc1,i,19.0%,0.0%,12.6%,3.7%,9.5%,-1.1%,6.3%
N#Cc1ccccc1NC(=O)c1ccc2c(c1)OCO2,i,16.1%,-2.2%,0.8%,2.1%,·,7.0%,-26.4%
CCN1C(=O)CC2CCCC1C2 (configuration not stated),-12.6%,·,4.2%,1.0%,5.6%,-18.7%,-2.3%,7.0%
OC[C@@H]1CN(Cc2ccc3c(c2)OCO3)C[C@H](n2cnc3c(NCc4ccncc4)ncnc32)O1,-8.0%,2.1%,9.3%,4.3%,16.2%,9.0%,-0.6%,-3.5%
C=CCn1c(SCC(=O)N(C)CC(=O)Nc2ccc(C)cc2)nnc1-c1ccncc1,-0.4%,20.4%,5.4%,3.2%,-3.5%,-13.3%,-21.4%,-5.7%
O=C(COc1cccc2c1CCN(Cc1ccccc1)C2=O)N1CCCCC1,-29.9%,15.5%,4.3%,7.3%,-0.8%,7.2%,-0.8%,-2.2%
N=C1C(c2ccccc2)=C(O)CN1CCCO,i,-13.0%,13.2%,8.6%,-5.0%,15.0%,-0.4%,0.2%
CCOC(=O)N/N=C(/C)c1ccc(N2C(=O)C3CCCCC3C2=O)cc1 (configuration not stated),i,-8.7%,5.5%,4.5%,10.4%,0.5%,1.5%,-2.8%
Cc1ccc([C@@H]2[C@@H]3C(=O)N(C)C(=O)[C@@H]3[C@]3(C)C(=O)N(Cc4ccc(-c5ccccc5)cc4)CC(=O)N23)o1,-23.2%,16.5%,-22.8%,5.1%,3.0%,-11.1%,4.9%,5.7%

# As entered above:
# EPAC2 antagonist result of `S=c1[nH]nc(-c2cccs2)n1/N=C/c1c(Cl)cccc1Cl` reads 2.0%
# TDP-43 yeast inh result of `COc1ccc(CN=C(C)c2c(C(F)(F)F)[nH]n(-c3nc4ccccc4s3)c2=O)cc1` reads 9.5%
# EPAC2 agonist result of `N=C1C(c2ccccc2)=C(O)CN1CCCO` reads 8.6%
# FUS suppressor result of `Cc1cccc(-n2nnc3c(=O)n(CC(=O)Nc4cc(C)on4)cnc32)c1` reads 15.6%
# EPAC2 agonist result of `O=S(=O)(Nc1ccncc1Cl)c1ccccc1` reads 8.1%

# Further compounds follow.
SMILES,PTHR1 agonist,FUS suppressor,EPAC1 agonist,EPAC2 agonist,EPAC2 antagonist,TDP-43 yeast inh,aSyn yeast inh,EPAC1 antagonist
Cc1cc(C)c2c(n1)SCC(=O)N2CC(=O)Nc1ccc(F)cc1,i,-22.7%,-7.6%,4.7%,-4.2%,8.3%,-0.5%,?
CN(C(=O)CSc1cn(CC(=O)N2CCOCC2)c2ccccc12)c1ccccc1,-16.0%,6.2%&19.7%,-6.3%,4.9%,-7.6%,?,-4.5%,-14.4%
CCOC(=O)N1CCN(C(c2ccnc3ccccc23)c2nnnn2-c2c(C)cccc2C)CC1 (configuration not stated),?,38.6%,-7.8%,0.4%,-7.4%,-11.8%,6.9%,-19.1%
CCN(CC(=O)Nc1ccc(NC(C)=O)cc1)C(=O)CCN1C(=O)C2CC=CCC2C1=O (configuration not stated),i,26.0%,8.0%,1.6%,0.8%,-22.3%,-2.4%,8.2%
CN(Cc1ccccc1)C(=O)CCNS(=O)(=O)c1ccc2c(c1)oc(=O)n2C,-7.8%[57.5 µM],21.3%,-3.1%,3.1%,8.6%,-32.5%[inhibitor],0.6%,-2.6%
COc1ccccc1C(=O)NC(=O)CSc1ccc(C)c(C)c1,-16.7%,12.3%,23.3%,9.9%,-4.1%,0.0%,20.4%,-3.9%
CCN1CCN(S(=O)(=O)c2ccc(Cl)c(C(=O)Nc3nnc(CC(C)C)s3)c2)CC1,-16.7%[57.5 µM],-7.6%,-2.7%,0.0%[15.6 µM],-0.8%,-5.9%,-10.4%,1.7%
Cn1nccc1NC(=O)CC1(CC(=O)O)CCCCC1,-0.6%,-16.6%,2.9%,3.9%,11.8%,2.8%,-0.2%,11.6%
COc1cccc(CSc2nnc(-c3ccc(F)cc3)o2)c1,i,33.1%,13.3%,12.9%,-1.3%,?,9.8%,-3.7%
CCCc1ccc(-c2ccc(-c3noc(-c4ccncc4)n3)cc2)nc1,-20.2%,-0.8%,7.5%,-1.0%,-0.1%,?,-1.2%,2.2%
CCOC(=O)n1n[n+]([O-])c2ccccc21,0.1%,·,2.1%,0.5%,0.1%,3.2%,-2.2%,2.6%
Cn1c(=O)c2c(nc(SCC(=O)Nc3ccccc3F)n2Cc2ccc(Cl)cc2)n(C)c1=O,i,-19.2%,·,·,·,14.1%,4.1%,·
CCOc1ccc(N2C(=O)CC(Sc3n[nH]c(-c4ccccc4)n3)C2=O)cc1 (configuration not stated),i,1.5%,-11.8%,2.7%,0.1%,3.55µM*,-53.7%[inhibitor],-19.2%
O=C(NNc1c2ccccc2nc2ccccc12)C12CC3CC(CC(C3)C1)C2,i,-0.7%,-5.5%,11.7%,0.9%,-13.1%,1.9%,8.3%
CCOCc1cc(C2NC(=O)NC(C)=C2C(=O)OCC)ccc1OC (configuration not stated),i,-3.7%,-11.0%,-4.0%,9.9%,11.5%,0.3%,3.6%

# Three structures out of the list, arranged by SMILES length, low to high.
SMILES,PTHR1 agonist,FUS suppressor,EPAC1 agonist,EPAC2 agonist,EPAC2 antagonist,TDP-43 yeast inh,aSyn yeast inh,EPAC1 antagonist
CCCc1ccc(-c2ccc(-c3noc(-c4ccncc4)n3)cc2)nc1,-20.2%,-0.8%,7.5%,-1.0%,-0.1%,?,-1.2%,2.2%
O=C(NNc1c2ccccc2nc2ccccc12)C12CC3CC(CC(C3)C1)C2,i,-0.7%,-5.5%,11.7%,0.9%,-13.1%,1.9%,8.3%
CCN(CC(=O)Nc1ccc(NC(C)=O)cc1)C(=O)CCN1C(=O)C2CC=CCC2C1=O (configuration not stated),i,26.0%,8.0%,1.6%,0.8%,-22.3%,-2.4%,8.2%
